# Siah-1 displacement: Siah-1 peptide-binding antagonists, primary screen, biochemical, fluorescence polarization, rhodamine-plectin, uHTS (AID 1817) | E3 ubiquitin-protein ligase SIAH1 (Homo sapiens) | Siah-1 / rhodamine-plectin peptide fluorescence polarization; higher % means a stronger effect | 290,000 tested, 0.02% active | displacement, % at 20 µM; hits with a dose series show IC50 in µM;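 active means displacement of at least 50% at 20 µM, with a fluorescence ratio check between 0.3 and a set limit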;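 further: plate controls were Siah plus tracer with DMSO for no effect and tracer alone without Siah for full effect; strong numbers were not always called active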
# CSM14.1 death rescue: rescue of cells from ER stress-induced death, primary screen, 384-well, CSM14.1, thapsigargin, ATP luminescence (AID 1222) | CSM14.1 thapsigargin-induced death rescue, ATP luminescence; higher % means a stronger effect | cellular ATP content (survival), % at 20 µM; hits with a dose series show EC50 in µM | 190,000 tested, under 10 active;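 active means EC50 below 50 µM in the dose-response confirmation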;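 further: death triggered by thapsigargin at about 15 µM added after 2 h compound pretreatment; cell ATP read after overnight thapsigargin exposure of roughly 18 to 22 hours; normalized against plate controls of thapsigargin alone and 5% DMSO vehicle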
# NOD2 inhibition: NOD2 signaling inhibitors, cell-based, luminescence, uHTS, HEK293 (AID 1566) | one-dose inhibition, % at 4 µM; EC50 in µM for titrated hits | 290,000 tested, 0.63% active | HEK293 NOD2/NF-kB luciferase reporter, luminescence; higher % means a stronger effect; further: many of its hits are not listed in these tables
# M1AAP inhibition: P. falciparum M1AAP inhibitors, biochemical, fluorogenic H-Leu-NHMec substrate, 1536-well (AID 1445). inhibition, % at 30 µM; hits with a dose series show IC50 in µM. Aminopeptidase N (Plasmodium falciparum (isolate 3D7)). 220,000 tested, 0.42% active. recombinant M1AAP, H-Leu-NHMec fluorogenic kinetic assay; higher % means a stronger effect;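 active means primary inhibition above the hit cutoff, then over 50% inhibition at one or more dose response concentrations, cut at about 23% in these data, passing the limit was not always enough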;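 further: plate controls were DMSO full reaction for no effect and no enzyme background for full effect; strong numbers were not always called active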
# LYP phosphatase: inhibitors of LYP phosphatase, biochemical, fluorescence intensity, uHTS (AID 1779). Tyrosine-protein phosphatase non-receptor type 22 (Homo sapiens). recombinant LYP phosphatase, fluorescence intensity; higher % means a stronger effect. inhibition, % at 11.5 µM, or IC50 in µM where a hit was titrated. 290,000 tested, 0.054% active;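 further: plate controls were vehicle with enzyme for no effect and no enzyme for full effect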
# AID2073: inhibitors of Mint1-CaV2.2 protein interaction, biochemical, HTRF (AID 2073) | inhibition, % at 20 µM; hits with a dose series show IC50 in µM | Voltage-dependent N-type calcium channel subunit alpha-1B (Homo sapiens) | HTRF protein-protein interaction, Mint1-CaV2.2; higher % means a stronger effect | 290,000 tested, 0.19% active; in the data active means inhibition mostly above about 51%, no sharp cut-off; further: some results filed as inactive read as strong as hits
# M17LAP inhibition: P. falciparum M17LAP inhibitors, primary screen, biochemical, fluorogenic H-Leu-NHMec substrate, 1536-well (AID 1619). Leucine aminopeptidase (Plasmodium falciparum (isolate 3D7)). recombinant M17LAP, H-Leu-NHMec fluorogenic kinetic assay; higher % means a stronger effect. one-dose inhibition, % at 30 µM; IC50 in µM for titrated hits. 220,000 tested, 0.38% active;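 active means compound inhibiting the enzyme by more than half at any dose during confirmatory dose-response retesting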;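 further: plate controls were full reaction with DMSO carrier for no effect and no enzyme background for full effect; strong numbers were not always called active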
# Lipid droplet: inhibitors of hepatocyte lipid droplet formation, primary screen, imaging, high-throughput imaging, BODIPY stain. inhibition, % at 6.5 µM. AML12 mouse hepatocytes, oleate lipid droplets. AID 1656, 2009. 240,000 tested, 0.4% active;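 active means lipid droplet intensity inhibited by at least 50%, with more than 500 cells counted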
#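 Assay system: AML12 mouse liver cells | Compound: 6.5 µM single-point dosing | Schedule: Overnight exposure | Technique: Fluorescence imaging, 20x objective, two fields per well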
# XIAP antagonists: XIAP antagonists, biochemical, IAP family, fluorescence polarization (AID 1018); displacement, % at 20 µM; hits with a dose series show IC50 in µM; E3 ubiquitin-protein ligase XIAP (Homo sapiens); 200,000 tested, 0.007% active; XIAP BIR domain, fluorescence polarization peptide displacement; higher % means a stronger effect; in the data active means displacement above about 50%; further: a part of the inactive calls stands beside numbers as strong as those of hits
# Lipid droplet cells 6.5 µM: further read-out of Lipid droplet, marked with its call; cell count; measured here: cell count, cytotoxicity flag;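 cells counted across two imaged fields per well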
# The depositor's hits bear a star; . = no result given. Unless noted, no stated cut-off is given here; in the data, active means inhibition above about 50%; inactive means the rest. Some of the compounds tested. The share of hits here may be higher or lower than overall.
SMILES,Siah-1 displacement,CSM14.1 death rescue,NOD2 inhibition,M1AAP inhibition,LYP phosphatase,AID2073,M17LAP inhibition,Lipid droplet,Lipid droplet cells 6.5 µM,XIAP antagonists
C=CCN(C(=O)CNC(=O)c1ccco1)C(C(=O)NC1CCCC1)c1cccs1 (stereo not drawn),3%,-0.4%,2%,-3%,-9%,13%,13%,9,725,-2.1%
CN(C(=O)c1ccccc1)c1ccccc1C(=O)NCCc1ccccc1,-2%,.,-5%,.,-7%,1%,.,-4,894,.
c1ccc(OCc2noc(CN3CC[C@@H]4CCCC[C@H]4C3)n2)cc1,8%,-1.1%,-8%,4%,-6%,48%,0%,-12,600,-4.0%
CC(=O)Nc1ccc(S(=O)(=O)N2CCN(c3ccc([N+](=O)[O-])c(NCCN4CCOCC4)c3)CC2)cc1,-1%,-2.2%,-2%,14%,2%,12%,8%,-17,566,-4.5%
Cc1sc2nc(C(C)C)nc(SCC(=O)N3CCOCC3)c2c1C,3%,.,-1%,.,-10%,1%,.,1,779,.
CCC(C)NC(=O)c1ccccc1SC (stereo not drawn),8%,-0.7%,10%,-4%,-3%,4%,-2%,10,724,-1.0%
Cc1ccccc1CNS(=O)(=O)c1c(C(=O)N2CCCC2)c(C)n(C)c1C,-2%,.,3%,.,-2%,0%,.,-2,793,.
Cc1nnc(SCCn2c(N3CCCC(C)C3)nc3c2c(=O)[nH]c(=O)n3C)s1 (stereo not drawn),-1%,-0.9%,-2%,17%,2%,-4%,-5%,.,.,-4.2%
CN(Cc1cccnc1)C(=O)CNC(=O)c1ccc(Cl)cc1Cl,-1%,1.4%,13%,8%,-6%,9%,3%,-9,666,-5.6%
O=C(NNC(=O)C1CCCO1)c1ccc([N+](=O)[O-])cc1 (stereo not drawn),2%,.,3%,.,-8%,-5%,.,2,775,.
CCOC(=O)c1cnc(-n2cc(C)cn2)nc1Nc1ccccc1OCC,-1%,0.1%,28%,2%,7%,-1%,2%,.,.,2.7%
COc1cc(CN2CCC(C(=O)N3CCCC(C)C3)CC2)cc(OC)c1O (stereo not drawn),-2%,-0.3%,-7%,3%,-8%,8%,11%,10,842,-4.7%
NS(=O)(=O)c1cccc(NC(=O)CN2CCC(Cc3ccccc3)CC2)c1,-1%,.,13%,21%,-2%,2%,18%,12,653,-7.3%
CC(=O)c1cc2c(cc1NC(=O)CN1CCCCCC1)OCO2,9%,0.6%,11%,6%,-2%,-2%,12%,.,.,-2.4%
c1n[nH]c(NC2=NCCC2)n1,2%,-0.6%,22%,-4%,1%,6%,8%,.,.,-1.2%
COCCNC(=O)COC(=O)c1ccc(OCC(=O)Nc2ccccc2OC)c(OC)c1,0%,-1.6%,9%,-5%,-3%,11%,1%,-8,693,-5.3%
OCCC1CN(Cc2nc3c(s2)CCCC3)CCN1Cc1ccccc1 (stereo not drawn),4%,.,12%,-2%,-7%,2%,-20%,-2,706,.
O=C(CNS(=O)(=O)c1ccccc1)N/N=C/c1ccccc1[N+](=O)[O-],-3%,.,12%,.,-3%,6%,.,-4,880,.
CCn1c(=O)c(C)nn2c3ccccc3nc12,-2%,-0.6%,17%,2%,-8%,1%,6%,.,.,0.6%
COc1ccccc1NS(=O)(=O)c1cc(N/C(=N\S(=O)(=O)c2ccccc2)c2ccc(F)cc2)ccc1Cl,-3%,12%,1%,10%,-1%,7%,6%,-31,612,-3.7%
CC(=O)Nc1ccc(S(=O)(=O)N2CCN(C(=O)c3ccco3)CC2)cc1,-1%,.,3%,.,-8%,-2%,.,-2,411,.
O=S(=O)(c1ccc(F)cc1)N1CCN(CC2CC3C=CC2C3)CC1 (stereo not drawn),11%,.,-3%,.,-4%,-6%,.,-6,768,.
CC1CCC2(CC1)NC(=O)N(Cc1cccc(C(F)(F)F)c1)C2=O (stereo not drawn),6%,-1.4%,0%,12%,5%,5%,17%,1,696,-8.9%
CCc1ccc(NS(=O)(=O)c2cc3[nH]c(=O)c(=O)[nH]c3cc2C)cc1,-3%,.,25%,.,-7%,12%,.,7,777,.
COc1ccc(C(=O)C2CCCN(S(=O)(=O)c3ccccc3F)C2)c(C)c1 (stereo not drawn),12%,.,2%,.,-7%,-1%,.,-2,841,.

# Next records
SMILES,Siah-1 displacement,CSM14.1 death rescue,NOD2 inhibition,M1AAP inhibition,LYP phosphatase,AID2073,M17LAP inhibition,Lipid droplet,Lipid droplet cells 6.5 µM,XIAP antagonists
c1ccc(-c2cc(N3CCCCC3)ncn2)cc1,2%,-3.7%,-88%,-2%,2%,-1%,-2%,10,726,-0.6%
COc1ccc(C2CC(=O)Oc3cc(O)cc(O)c32)cc1 (stereo not drawn),6%,.,8%,7%,-9%,5%,3%,-1,654,.
O=c1[nH]c2cc3c(cc2cc1C(c1nnnn1C1CCCCC1)N1CCSCC1)OCCO3 (stereo not drawn),7%,0.1%,3%,6%,-3%,12%,-2%,-1,682,0.3%
C/C(=N\NC(=O)c1nnn(-c2nonc2N)c1-c1cccs1)c1ccncc1,1%,.,12%,.,-2%,-2%,.,2,717,.
Cc1nc2ccccc2c(=O)n1/N=C/c1cc(Br)ccc1O,-2%,.,-2%,.,-4%,21%,.,5,849,.
COc1ccc(OC)c(-c2csc(CCn3nc(C)cc3C)n2)c1,4%,-0.3%,20%,-3%,-2%,8%,5%,-21,703,-0.9%
CC(C)(C)c1nc(Sc2ccc([N+](=O)[O-])cn2)n[nH]1,-1%,.,6%,7%,-5%,6%,9%,-2,618,.
Cc1ccc(C)c(NC(=O)CN(C)C(=O)c2cccc(S(=O)(=O)N(C)C)c2)c1,2%,0.1%,-7%,3%,-6%,-4%,7%,4,711,-1.8%
Cc1nc(Nc2ccccc2O)c2oc3ccccc3c2n1,0%,.,-3%,.,-6%,26%,.,.,.,.
COC(=O)c1ccccc1NC(=O)CSc1ncccn1,1%,.,2%,-5%,-7%,-6%,6%,0,720,.
Cc1c(C(=O)OC2CCC(C)CC2)[nH]c2c1C(=O)CCC2 (stereo not drawn),0%,.,-103%,6%,-5%,28%,2%,3,669,-0.3%
COc1ccccc1CNC(=O)CSc1nc2nc(C)cc(C)n2n1,2%,-0.4%,12%,9%,-3%,-5%,1%,.,.,2.7%
O=C(Nc1ccc(N2CCOCC2)cc1)C1CCCCN1S(=O)(=O)c1ccccc1 (stereo not drawn),14%,.,8%,.,-3%,26%,.,-2,666,.
C(=N\n1cnnc1)/c1cccnc1,1%,-0.2%,13%,15%,-3%,-9%,13%,-1,790,-4.2%
CCOC(=O)N1CCN(C(=O)c2ccc3c(=O)n(CCC4=CCCCC4)c(=O)[nH]c3c2)CC1,1%,-0.8%,7%,3%,-2%,3%,0%,.,.,-4.6%
O=C(Nc1cccc(O)c1)c1cccc(S(=O)(=O)Nc2cccc(O)c2)c1,2%,.,10%,.,-8%,1%,.,0,799,.
CCN(CC)S(=O)(=O)c1ccc(N)cc1,-6%,-0.1%,-2%,0%,1%,9%,11%,-1,712,0.0%
C/C(=N\Nc1cc(Cl)nc(C)n1)c1ccccc1,11%,3.5%,18%,3%,-2%,-2%,-4%,.,.,-1.8%
CCc1nnc(NS(=O)(=O)c2ccc(NC(=S)NC(=O)/C=C/c3ccc(C(C)C)cc3)cc2)s1,19µM*,-2.9%,0%,20%,21%,18%,27%,.,.,-5.5%
Cc1ccc(Sc2cc(C(=O)NCCCN(C)C)c3ccccc3n2)cc1,0%,.,6%,.,-2%,4%,.,.,.,.
CN(C)CCn1cnc2c(c1=N)C(c1ccccc1)c1ccc3ccccc3c1O2 (stereo not drawn),1%,.,-3%,.,2%,1%,.,-18,832,.
CCOc1ccc2nc(SCC(=O)Nc3ccc4c(c3)OCO4)sc2c1,0%,-0.4%,3%,-5%,-6%,6%,4%,10,698,-11%
COc1ccc(C(=O)N/C(=C\c2cccc([N+](=O)[O-])c2)C(=O)Nc2cccc(C(=O)O)c2)cc1,-6%,-1.6%,4%,1%,-2%,-5%,-1%,18,708,-1.9%
CCCN(CCC)c1ncnc2c1cnn2-c1ccc(OC)cc1,2%,-2.9%,-123%,3%,-8%,14%,-4%,-3,740,-3.5%
COc1ccc(OC)c(/C=N/NC(=O)CCc2n[nH]c(=O)[nH]c2=O)c1,-3%,-0.9%,8%,6%,-8%,16%,-50%,0,746,-5.9%

# 2 compounds drawn at random from those above:
SMILES,Siah-1 displacement,CSM14.1 death rescue,NOD2 inhibition,M1AAP inhibition,LYP phosphatase,AID2073,M17LAP inhibition,Lipid droplet,Lipid droplet cells 6.5 µM,XIAP antagonists
C/C(=N\NC(=O)c1nnn(-c2nonc2N)c1-c1cccs1)c1ccncc1,1%,.,12%,.,-2%,-2%,.,2,717,.
Cc1nc(Nc2ccccc2O)c2oc3ccccc3c2n1,0%,.,-3%,.,-6%,26%,.,.,.,.

# (more compounds)
SMILES,Siah-1 displacement,CSM14.1 death rescue,NOD2 inhibition,M1AAP inhibition,LYP phosphatase,AID2073,M17LAP inhibition,Lipid droplet,Lipid droplet cells 6.5 µM,XIAP antagonists
CCOC(=O)C/C(C)=N/NC(=O)Nc1ccccc1,-1%,-5.0%,10%,2%,-8%,-4%,6%,10,658,-8.2%
CCN=C1NN=C(c2ccc(C)cc2)CS1,0%,-1.5%,-71%,10%,-2%,-44%,26%,.,.,-5.8%
Cn1cc(Br)c(C(=O)n2cc(Br)cn2)n1,0%,1.5%,3%,3%,-4%,-10%,5%,8,757,-3.2%
O=C1c2ccccc2C(=O)N1Cc1nc2ccccc2c(=O)n1Cc1ccco1,10%,2.1%,-8%,.,-5%,24%,.,.,.,-5.7%
CCC(Sc1nc2cc3c(cc2c(=O)n1Cc1ccco1)OCO3)C(=O)Nc1cccc(OC)c1 (stereo not drawn),1%,-1.7%,7%,2%,-6%,-4%,-11%,.,.,-8.0%
CC1CC(NC(=O)c2ncn[nH]2)CC(C)(C)C1 (stereo not drawn),-2%,-2.2%,0%,9%,-7%,2%,9%,.,.,-6.3%
Cc1ccc(OCC(=O)Nc2ccc3oc(=O)ccc3c2)cc1,-4%,.,-10%,.,-7%,-2%,.,2,761,.
COc1cc(/C=C/C(=O)OCC(=O)NCc2cccs2)ccc1OCC#N,0%,-1.4%,-17%,3%,-14%,5%,7%,4,698,-13%
COCCCC1CCN(Cc2nc(Cc3ccccc3Cl)no2)CC1,-2%,-0.2%,-4%,0%,-8%,5%,-2%,-3,720,-5.6%
CCC(=O)N1CCN(c2ccccc2NC(=O)Cc2ccc(Cl)cc2)CC1,2%,0.9%,-8%,7%,8%,7%,-4%,-13,703,-4.8%
COc1ccc(CCNC(=O)CN(c2ccc(OC)c(OC)c2)S(C)(=O)=O)cc1OC,0%,0.9%,1%,0%,-11%,-5%,-3%,7,678,-0.3%

# Assay outcomes: PubChem BioAssay, several laboratories
